Source: PubChem BioAssay (The Scripps Research Institute Molecular Screening Center)
SRC1 TRFRET art – flags TR-FRET format artefacts in PPARgamma SRC-1 recruitment agonist screen | TR-FRET detection artefact counter-screen, emission ratio; active compounds read high | TR-FRET ratio at 8 µM | actives 0.34% (n = 99,000) | AID 1051; in the data active means TR-FRET ratio above about 2300; further: inactives centre near 1800; reference of the scale not given here
SRC3 TRFRET art – TR-FRET artefact, counter-screen to PPARgamma/SRC-3 agonist assay. TR-FRET ratio at 8 µM. AID 1048. PPARgamma/SRC-3 format; active compounds read high. actives 0.39% (n = 99,000); in the data active means TR-FRET ratio above about 2000; further: inactives centre near 1600; reference of the scale not given here
Numbers without * were called inactive.

SMILES	SRC1 TRFRET art	SRC3 TRFRET art
Cc1c(C(=O)C(=O)NCCCn2ccnc2)c2ccccc2n1C	1723	1843
O=C(COC(=O)CNC(=O)c1cccc([N+](=O)[O-])c1)Nc1nc2ccccc2s1	1779	1410
CCCn1c(=O)c(C(=O)NNS(=O)(=O)c2ccc(C)cc2)c(O)c2ccccc21	1736	1651
O=C(NCc1ccc(F)cc1)c1c2c(nc3ccccc13)CCN(Cc1ccccc1)C2	1787	1548
COc1ccc(CCNC(=O)COC(=O)Cn2cnc3ccccc32)cc1OC	1784	1341
Cc1cc(Cl)ccc1OCCCC(=O)NCc1ccccn1	1743	1284
Cc1cc(Cl)ccc1OCC(=O)OCC(=O)Nc1ccc(F)c([N+](=O)[O-])c1	1604	1589
CCOc1cc(NC(=S)NCCc2ccccc2)c(OCC)cc1NC(C)=O	1655	1556
COc1cccc(CN2CCN(C3CCN(c4ccccc4F)CC3)CC2CCO)c1 (centres undefined)	1760	1725
O=[N+]([O-])c1cc(S(=O)(=O)N2CCCC2)ccc1N/N=C/c1cccnc1	1616	1545
O=C(Nn1c(-c2ccc(Br)cc2)nc2ccccc2c1=O)c1ccncc1	1704	1721
Cc1nn(-c2ccc([N+](=O)[O-])cc2)c2c1C(c1ccc(OC(F)F)cc1)N1C(=N2)C(=O)Nc2ccccc21 (centres undefined)	1678	1548
COc1ccc(/C=C(/C#N)C(=O)Nc2cccnc2)cc1OC	1862	1415
CC(=O)Nc1ccc(NC(=O)CSc2nnc(COc3ccccc3C)n2CC2CCCO2)cc1 (centres undefined)	1740	1749
Cc1nn(-c2ccccc2)c(N2CCCC2)c1/C=N/NC(=S)Nc1ccccc1C(F)(F)F	1818	1572
O=C(c1ccccc1-n1cccn1)N1CCc2c([nH]c3ccccc23)C1c1ccccn1 (centres undefined)	1982	1489
O=C(CSc1nnc(NC(=O)c2ccc(S(=O)(=O)N3CCOCC3)cc2)s1)Nc1ccccc1C(F)(F)F	1661	1621
Cc1ccc(NC(=O)CCC(=O)NNC(=O)COc2ccccc2)c(C)c1	1765	1692
CC1CCN(C(=S)Nc2cccc(S(=O)(=O)N(C)C)c2)CC1	1995	1590
O=C(CCCOc1ccc(Cl)cc1Cl)Nc1ccccn1	1751	1462
O=C(Nc1nnc(-c2ccco2)o1)c1cccc(Cl)c1	1752	1345
CN(c1ccccc1)P(=O)(N(C)c1ccccc1)N(C)c1ccccc1	1614	1330
Cc1ccc(S(=O)(=O)N(CC(=O)NCCSCc2ccco2)c2ccc(F)cc2)cc1	1642	1475
COc1cc(C2NC(=O)CS2)cc(OC)c1OC (centres undefined)	2144	1649
Cc1oc(-c2cccc(Cl)c2)nc1CN(C)C1CCOC1 (centres undefined)	1865	1537
Additional compounds:
SMILES	SRC1 TRFRET art	SRC3 TRFRET art
COC(=O)C(CC(C)C)NC(=O)C(Cc1ccccc1)NC(=O)C1CCCN1C(=O)OC(C)(C)C (centres undefined)	1735	1368
COCCN(CCOC)S(=O)(=O)c1ccc(C(=O)Nc2nc(-c3ccccc3)c(C(=O)c3ccccc3)s2)cc1	1727	1689
Cc1ccccc1NC(=O)CCC(=O)OCC(=O)c1cccc([N+](=O)[O-])c1	1864	1379
Cc1cccc(CSCCNC(=O)Nc2ccccc2)c1	1942	1528
CCCCn1c(N)c(N(CCOC)C(=O)COc2ccc(Cl)cc2)c(=O)[nH]c1=O	1953	1514
COc1ccc(C(=O)Nc2cccc(C(C)=O)c2)cc1OC	1855	1812
CC(C)Cn1nc(C(=O)OCC(=O)NCC(F)(F)F)c2ccccc2c1=O	1969	1709
O=c1ccc(NS(=O)(=O)c2ccccc2Cl)cn1Cc1ccc(Cl)c(Cl)c1	2135	1557
CN=C1S/C(=C\c2cn(CC(=O)OC)c3ccccc23)C(=O)N1C	1674	1342
CCOC(=O)C1CCN(C(=O)COC(=O)COc2ccc(Cl)cc2)CC1	2073	1583
CCO[C@@H]1OC(C(=O)O)=C[C@H](C)[C@H]1CCCO	1792	1576
O=C(O)/C=C/c1nc(-c2ccccc2)n2ccccc12	1903	1648
O=C(COC(=O)CNS(=O)(=O)/C=C/c1ccccc1)Nc1cccc2ccccc12	1558	1773
Cc1nc2ccc([N+](=O)[O-])cc2nc1C	1907	1494
Cc1cc(/C=C2/SC(=O)NC2=O)c(C)n1-c1ccc(N2CCOCC2)cc1	1655	1436
CCCC(C)NC(C)C(=O)NC1CCCC1 (centres undefined)	1786	1592
CC(=O)N1CCCN(Cc2cn(-c3ccc(C)cc3)nc2-c2ccc(F)cc2)CC1	1552	1528
N#Cc1c(-c2ccccc2Cl)cc(-c2ccccc2)[nH]c1=S	1755	1776
CC(C)CCNC(=O)Cc1ccc(Nc2nc(=S)[nH]c3ccccc23)cc1	2180	1672
Cc1cccc(-n2cc(-c3ccccc3)c3c(NN4CCOCC4)ncnc32)c1	2014	1545
CC(C)C(=O)OC/C(O)=C(\C#N)c1nc2ccccc2[nH]1	1696	1535
CCc1nnc(NC(=O)C2(C)COC(c3ccc(OC)cc3)OC2)s1 (centres undefined)	1741	1482
Cc1ccnc(NC(=O)Nc2ccc3c(c2)N(C)C(=O)CS3)c1	2003	1600
O=C1CCCCC1c1cccc2ccccc12 (centres undefined)	1716	1577
O=c1[nH]c2ccc(S(=O)(=O)NCCO)cc2[nH]1	1538	1486
Next section.
SMILES	SRC1 TRFRET art	SRC3 TRFRET art
COC(=O)c1ccc2nc(Nc3nc4c(F)cc(F)cc4s3)sc2c1	2143	1668
COC(=O)c1nn(-c2ccccc2)c(Cl)c1/C=N/O	1898	1582
O=C(O)c1ccc(Oc2ccc(C(F)(F)F)cn2)cc1	1596	1446
CSc1ncccc1C(=O)NCC12CC3CC(CC(C3)C1)C2	1797	1288
CC1(C)CC(=O)C2=C(C1)N(c1ncn[nH]1)C(N)=C(C#N)C2c1ccccc1 (centres undefined)	1896	1521
O=C(O)C1CSC(c2ccco2)N1 (centres undefined)	1637	1192
Cc1cccc(NC(=O)CSc2ccc(-c3cccs3)nn2)c1C	1957	1562
CN1CCc2c(sc3nc(SCC(N)=O)n(-c4ccccc4)c(=O)c23)C1	2226	1643
Cc1ccnc(NS(=O)(=O)c2ccc(NC(=O)c3cncc(Br)c3)cc2)n1	1768	1383
CCC(CC)C(=O)Nc1cccc(C(=O)NCCc2ccccc2)c1	1922	1651
CC(C)CN1CC(C(=O)O)CC1=O (centres undefined)	1746	1515
N#Cc1ncc(-c2ccc3c(c2)OCCOCCOCCOCCOCCO3)nc1C#N	1625	1484
O=C(COc1ccc(Cl)cc1)NC1=NN(c2ccccc2)C(=O)C1	1708	1490
COc1cccc(CC2(CO)CCN(Cc3cn(C)nc3C)CC2)c1	1993	1679
CC(=O)Nc1ccc(NC(=O)Cn2cc3c(n2)CCCC3)cc1	1871	1478
COc1ccc(Cl)cc1NC(=O)C1CSC(c2ccncc2)=N1 (centres undefined)	2031	1723
CC(=O)Nc1ccc(C(=O)/C=C/c2ccco2)cc1	1717	1555
C/C(=N\NC(=O)c1cccnc1)c1ccc(C)c([N+](=O)[O-])c1	1774	1463
COc1ccc(-c2cc(=O)[nH]c(=S)[nH]2)cc1	1973	1618
COc1ccc(Nc2nc(C(=O)N3CCc4ccccc4C3)cs2)cc1	1727	1430
CN(Cc1ccccc1)C(=O)COC(=O)c1ccc(Cl)cc1N	1774	1627
Cc1nnc(NC(=O)CSc2nnc(Cc3cccn3C)n2-c2cccc(C)c2C)s1	1799	1692
COc1ccc(C(CC(=O)O)n2cnnn2)cc1 (centres undefined)	1777	1644
Cc1ccc(SCCc2cc[n+](CC(=O)c3ccccc3)cc2)cc1	1580	1593
Cc1nnc(SCC(=O)N2c3ccccc3CC2C)[nH]c1=O (centres undefined)	1568	1536
Continuation.
SMILES	SRC1 TRFRET art	SRC3 TRFRET art
c1ccc(Cn2nnc3c(NCC4CCCO4)nc(C4CC4)nc32)cc1 (centres undefined)	1835	1368
Cc1cc(C)cc(N(CC(=O)NCc2ccco2)C(=O)CCC(=O)Nc2ccccn2)c1	1740	1540
Cc1ccc(CSc2ccc(C(=O)N3CCOCC3)cc2[N+](=O)[O-])cc1	1558	1355
Cc1cccc2sc(NC(=O)C3=NN(c4ccccc4)C(=O)CC3)nc12	1728	1497
COc1ccc(OCC(=O)N/N=C/C2CC=CCC2)cc1 (centres undefined)	2101	1623
COC(=O)CSc1nc(C)cc(C)n1	1782	1639
O=C1CC(NCc2ccc(F)cc2)C(=O)N1c1ccccc1 (centres undefined)	1968	1500
CCN1C(=O)C(CC(=O)Nc2ccc(F)cc2)N(CCc2ccc(OC)cc2)C1=S (centres undefined)	1634	1586
Cc1cc(C)n(C(=O)C(C)n2nc([N+](=O)[O-])c(Br)c2C)n1 (centres undefined)	1896	1492
COc1ccc(N=Cc2c(O)ccc3ccccc23)cc1	1598	1463
Cc1[nH]oc(=O)c1N=Nc1c(Cl)cccc1Cl	1698	1513
CCN(CC)S(=O)(=O)c1ccc(C(=O)OCC(=O)N2CCN(C(=O)c3ccco3)CC2)cc1	1692	1599
CCC1CCCN1Cn1cnc2c([nH]c3ccc(C)cc32)c1=O (centres undefined)	1982	1607
Cc1ccc(N2C(=S)NC3c4cc(Cl)ccc4OC2(C)C3C(=O)N(C)C)cc1 (centres undefined)	1714	1374
Cc1cc(C)n2nc(C(=O)N/N=C/c3cccs3)nc2n1	2008	1482
CCOC(=O)CSc1nc2cc3c(cc2cc1C)OCO3	2134	1650
CCC1NC(=S)NC(C)=C1C(=O)c1ccccc1 (centres undefined)	1908	1981
COc1cc(NC(=O)CN2CCCCC2)c(C)cc1[N+](=O)[O-]	1620	1578
CCCCn1c(/C=C/c2ccco2)nc2ccccc21	2142	1796
COc1ccc(NC(=O)CN2CCN(c3ccccc3)CC2)cc1	1752	1442
CCc1nnc(NS(=O)(=O)c2ccc(N3C(=O)c4ccccc4C3=O)cc2)s1	1786	1523
O=C(Nc1cc(S(=O)(=O)N2CCOCC2)ccc1N1CCOCC1)c1ccc(S(=O)(=O)N2CCCCC2)cc1	1500	1488
COc1ccc(OC)c(C2C3=C(CCCC3=O)Nc3nnnn32)c1 (centres undefined)	1842	1518
CCCCOc1ccc(CSCCN=C(N)N)cc1	1756	1787
Cc1ccc(N(C(=O)Cc2cccs2)C(C(=O)NC2CCCC2)c2ccncc2)cc1 (centres undefined)	1664	1466
(next part)
SMILES	SRC1 TRFRET art	SRC3 TRFRET art
Cc1ccc(C)c(S(=O)(=O)NC(Cc2c[nH]c3ccccc23)C(=O)O)c1 (centres undefined)	1841	1363
CCN(CC)c1ccc(/C=N/NC(=O)c2c(Cl)c(C)nn2C)cc1	1713	1501
Cc1ccc(NC(=O)c2ccc(OC(F)F)cc2)cc1S(=O)(=O)N(C)C	1759	1675
Cc1ccc(NCC(=O)N/N=C/c2cc(O)ccc2[N+](=O)[O-])cc1	1904	1657
O=C(Nc1ccccc1)c1sc(N2CCOCC2)nc1-c1ccccc1	2033	1655
CCCCN(CCCC)C(=O)C[n+]1cccc(/C=N/O)c1	1727	1665
Cc1ccc2nc(NC(=O)c3ccc(OCC4CCCO4)cc3)sc2c1 (centres undefined)	1439	1505
OCCC1CN(Cc2ccon2)CCN1Cc1ccccc1 (centres undefined)	1779	1687
N/C(=N\OCc1ccc([N+](=O)[O-])cc1)c1ccncc1	1947	1538
C/C(Cn1cnc([N+](=O)[O-])n1)=N\NC(=O)c1ccncc1	1627	1402
Cc1c(NC(=O)CN2c3ccccc3CC2C)c(=O)n(-c2ccccc2)n1C (centres undefined)	1832	1585
Cc1[nH]c2ccccc2c1C(Nc1nccs1)c1ccncc1 (centres undefined)	1728	1709
O=[N+]([O-])c1cc(S(=O)(=O)Nc2ccccc2)ccc1NCc1cccnc1	1960	1708
O=C(CSc1ncnc2ccccc12)c1ccc2c(c1)OCCO2	1870	1776
COc1ccc(CC(NC(C)=O)C(=O)NC2CCN(S(=O)(=O)c3ccc(NC(C)=O)cc3)CC2)cc1OC (centres undefined)	1992	1540
COc1ccc2c(c1)C(=O)N(c1ccccc1C)C(=O)C2(C)C	1714	1413
COc1ccc(OCC(=O)OCCNC(=O)c2cccnc2)cc1	1737	1541
N#CCC(=O)N/N=C1\CCCCC1C1CCCCC1 (centres undefined)	1734	1563
COc1cc(NC(=O)COC(=O)/C=C/c2c(C)nn(-c3ccc(F)cc3)c2Cl)cc(OC)c1	1508	1607
C=CCn1cccc(C(=O)Nc2ccc(OC)c(OC)c2)c1=O	1755	1715

In the list so far, 17 contain a Cl atom:
SMILES	SRC1 TRFRET art	SRC3 TRFRET art
Cc1cc(Cl)ccc1OCCCC(=O)NCc1ccccn1	1743	1284
Cc1cc(Cl)ccc1OCC(=O)OCC(=O)Nc1ccc(F)c([N+](=O)[O-])c1	1604	1589
O=C(CCCOc1ccc(Cl)cc1Cl)Nc1ccccn1	1751	1462
O=C(Nc1nnc(-c2ccco2)o1)c1cccc(Cl)c1	1752	1345
Cc1oc(-c2cccc(Cl)c2)nc1CN(C)C1CCOC1 (centres undefined)	1865	1537
CCCCn1c(N)c(N(CCOC)C(=O)COc2ccc(Cl)cc2)c(=O)[nH]c1=O	1953	1514
O=c1ccc(NS(=O)(=O)c2ccccc2Cl)cn1Cc1ccc(Cl)c(Cl)c1	2135	1557
CCOC(=O)C1CCN(C(=O)COC(=O)COc2ccc(Cl)cc2)CC1	2073	1583
N#Cc1c(-c2ccccc2Cl)cc(-c2ccccc2)[nH]c1=S	1755	1776
COC(=O)c1nn(-c2ccccc2)c(Cl)c1/C=N/O	1898	1582
O=C(COc1ccc(Cl)cc1)NC1=NN(c2ccccc2)C(=O)C1	1708	1490
COc1ccc(Cl)cc1NC(=O)C1CSC(c2ccncc2)=N1 (centres undefined)	2031	1723
CN(Cc1ccccc1)C(=O)COC(=O)c1ccc(Cl)cc1N	1774	1627
Cc1[nH]oc(=O)c1N=Nc1c(Cl)cccc1Cl	1698	1513
Cc1ccc(N2C(=S)NC3c4cc(Cl)ccc4OC2(C)C3C(=O)N(C)C)cc1 (centres undefined)	1714	1374
CCN(CC)c1ccc(/C=N/NC(=O)c2c(Cl)c(C)nn2C)cc1	1713	1501
COc1cc(NC(=O)COC(=O)/C=C/c2c(C)nn(-c3ccc(F)cc3)c2Cl)cc(OC)c1	1508	1607

This is a subset (hit frequency here may not be typical).
